Assay outcomes: PubChem BioAssay, National Center for Advancing Translational Sciences (NCATS)
ALDH1A1 inh = inhibitors of human aldehyde dehydrogenase 1A1; Purified ALDH1A1, NADH fluorescence, propionaldehyde substrate; Potency, µM (series often up to 75.3 µM), for the others: at the highest dose activity, negative = inhibition, usual class: inhibitors; 220,000 tested, 7.3% active; AID 1030; active = well fitted inhibition curve with a large enough effect, not every such curve was filed as active; inconclusive = small, poorly fitted or top-dose-only effect, or another doubt; inactive = no such curve, though single readings can be large or run the other way;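 note: plate controls were no enzyme wells and a reference inhibitor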
GAA glycogen mod = inhibitors or activators of human alpha-glucosidase glycogen cleavage; recombinant GAA, glycogen substrate, Amplex Red glucose oxidase fluorescence; Potency, µM (top dose mostly 76.4 µM), for the others: top-dose activity change, negative = inhibition, most hits filed as inhibitors; AID 2100; P10253; 300,000 tested, 0.38% active;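 note: 0% = full enzyme reaction and -100% = no-enzyme basal signal; the screen sought inhibitors and activators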
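Natural-substrate format: glycogen cleavage by 4 nM human enzyme, glucose read by Amplex Red coupling (Ex 573, Em 610 nm). Normalized to enzyme and no-enzyme controls.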
JMJD2E inh = blocks human JMJD2E demethylase activity; JMJD2E catalytic domain, FDH-coupled NADH fluorescence (FDH is formaldehyde dehydrogenase); Potency, µM (titrated, usually from 57.1 µM), for inactives: at the highest dose activity change, negative = inhibition, most hits filed as inhibitors; B2RXH2; 230,000 tested, 1.6% active; AID 2147; active = well fitted inhibition curve with a large enough effect, not every such curve was filed as active; inconclusive = small, poorly fitted or top-dose-only effect, or another doubt; inactive = no such curve, though single readings can be large or run the other way;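 note: 0% = wells with enzyme and -100% = buffer wells without enzyme; nearly all actives have a fitted effect of over 50% in size; many of its hits are not listed in these tables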
Target sequence (B2RXH2 1-337 limits assumed): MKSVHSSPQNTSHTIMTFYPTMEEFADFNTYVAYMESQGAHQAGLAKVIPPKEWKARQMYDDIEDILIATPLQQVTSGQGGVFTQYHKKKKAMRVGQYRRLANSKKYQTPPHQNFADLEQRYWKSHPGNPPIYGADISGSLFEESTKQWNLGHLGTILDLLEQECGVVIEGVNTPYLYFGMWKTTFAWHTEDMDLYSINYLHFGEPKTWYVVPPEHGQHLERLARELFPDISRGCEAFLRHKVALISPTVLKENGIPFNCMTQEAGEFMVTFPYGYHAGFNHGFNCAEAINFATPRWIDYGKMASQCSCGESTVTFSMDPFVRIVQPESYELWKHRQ
GAA spleen mod = inhibits or activates alpha-glucosidase in human spleen homogenate | P10253 | 240,000 tested, 0.006% active | human spleen homogenate, 4-MU-alpha-glucoside fluorescence | AID 2112 | Potency, µM (highest dose often 79.9 µM), for the others: top-dose activity change, negative = inhibition, most hits filed as inhibitors;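 note: 0% = enzyme with vehicle and -100% = no enzyme basal signal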
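Human spleen homogenate (1 ug) with 4-methylumbelliferyl-alpha-D-glucopyranoside (1 mM final) in 50 mM citrate/phosphate pH 5.0, 0.01% Tween-20; 40 min at 37 C. Stopped at pH 10; 4-MU fluorescence Ex 365/Em 440 nm; AC50 by Hill fit.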
GAA inhib = blocks human lysosomal alpha-glucosidase. P10253. purified human GAA, 4-MU-alpha-glucoside fluorescence. Potency, µM (doses to about 76.9 µM), for the others: at the top dose activity change, negative = inhibition, hits mostly inhibitors. 200,000 tested, 0.005% active;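 note: plate controls were uninhibited enzyme wells for no effect and no-enzyme background for full effect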
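Read-out is 4-methylumbelliferone fluorescence (Ex 365/Em 440 nm) after NaOH/glycine stop at pH 10. Enzyme 4 nM, substrate 400 uM, pH 5.0 citrate buffer, 20 min room temperature; AC50 from Hill-equation concentration-response.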
RGS12 GoLoco inh = inhibitors of human Gai1-RGS12 GoLoco interaction (red fluorophore). P63096. Gai1:RGS12 GoLoco peptide FP, rhodamine, 10 min. Potency, µM (top dose mostly 61.6 µM), inactives show at the top dose activity, negative = inhibition, hits mostly inhibitors. 230,000 tested, 0.44% active. AID 880; active = well fitted inhibition curve with a large enough effect, not every such curve was filed as active; inactive = no such curve, though single readings can be large or run the other way; note: % is set by controls: 0 for no effect and ±100 for the full control effect; nearly all actives have a fitted effect of over 30% in size; many of its hits are not listed in these tables
Target sequence (P63096 whole entry, looked up): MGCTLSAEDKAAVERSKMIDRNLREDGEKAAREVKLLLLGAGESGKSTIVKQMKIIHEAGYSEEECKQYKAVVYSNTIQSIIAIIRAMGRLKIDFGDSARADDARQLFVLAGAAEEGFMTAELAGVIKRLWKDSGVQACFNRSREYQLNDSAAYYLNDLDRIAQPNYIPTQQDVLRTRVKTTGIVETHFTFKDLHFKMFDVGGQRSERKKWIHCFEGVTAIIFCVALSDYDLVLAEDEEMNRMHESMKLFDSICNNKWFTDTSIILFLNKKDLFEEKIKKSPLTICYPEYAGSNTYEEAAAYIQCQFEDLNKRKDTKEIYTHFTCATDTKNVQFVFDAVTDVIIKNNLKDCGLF
SMN2 splice enh = increases expression of the SMN2 splice variant | HEK293 SMN2-luciferase splicing reporter, luminescence, 30-36 h | 210,000 tested, 2.8% active | Potency, µM (doses to about 46.1 µM), without a hit: top-dose activity change, positive = activation, most hits filed as activators; note: % of control where 0% means no effect; nearly all actives have a fitted effect of over 55% in size
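HEK293 cells carry an SMN2 […]–luciferase reporter in which exon 7 inclusion puts luciferase in frame. Cells were plated 10-12 h before compound addition, then incubated 30-36 h at 37C. ONE-Glo luminescence was read; sodium butyrate at 4.5 mM final served as control.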
GLA spleen mod = inhibitors or activators of human alpha-galactosidase in spleen homogenate. P06280. human spleen homogenate, 4MU-alpha-Gal fluorescence, 40 min. Potency, µM (top dose mostly 80 µM), without a hit: at the highest dose activity change, negative = inhibition, usual class: inhibitors. 240,000 tested, 0.008% active. AID 2107;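 note: 0% = enzyme with vehicle and -100% = no enzyme basal signal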
Target sequence (P06280 32-429 limits assumed): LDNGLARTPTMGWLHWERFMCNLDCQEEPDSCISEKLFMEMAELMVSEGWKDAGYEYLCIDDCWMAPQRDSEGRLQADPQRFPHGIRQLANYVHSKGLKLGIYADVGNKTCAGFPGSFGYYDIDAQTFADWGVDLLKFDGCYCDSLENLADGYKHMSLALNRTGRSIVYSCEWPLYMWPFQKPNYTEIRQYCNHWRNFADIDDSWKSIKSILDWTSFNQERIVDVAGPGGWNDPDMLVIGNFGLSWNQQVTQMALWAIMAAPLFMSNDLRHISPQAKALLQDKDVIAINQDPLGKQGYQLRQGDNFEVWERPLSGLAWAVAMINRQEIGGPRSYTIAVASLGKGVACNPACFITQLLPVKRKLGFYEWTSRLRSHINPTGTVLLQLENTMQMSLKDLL
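Fluorogenic readout (Ex 365/Em 440 nm) of 4-methylumbelliferone released from 1 mM 4-MU-alpha-galactoside by spleen homogenate, 40 min at 37C, pH 5.0. Data normalized to no-enzyme and enzyme controls; Hill-equation AC50 from compound titrations.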
Active calls of the source: *; ? = inconclusive; nt = not tested or not shown; & = joins results of further samples; [ ] = dose if it differs, or a comment. Unless noted, calls come from the whole dose curve; as a rule, active = well fitted curve in the direction sought with a large enough effect; inconclusive = small, poorly fitted or top-dose-only effect, or another doubt; inactive = no such curve, though single readings can be large; an effect the other way counts as inactive or inconclusive. Potency is the fitted concentration of half-maximal effect.

Each structure is followed by: ALDH1A1 inh	GAA glycogen mod	JMJD2E inh	GAA spleen mod	GAA inhib	RGS12 GoLoco inh	SMN2 splice enh	GLA spleen mod
> O=c1cc(CN2CCN(C/C=C/c3ccccc3)CC2)c2cc(O)ccc2o1
  32µM*	0%	-10%	-4%	-8%	12%	-49%[inhibitor]	-4%
> CCOC(=O)CSc1nc2ccccc2c(=O)n1CCCCCC(=O)NCc1ccco1
  ?	6%	-1%	-4%	2%	4%	-17%	-5%
> CN1CCN(/N=C/c2cccc(Cl)c2Cl)CC1
  3%	-2%	3%	-2%	2%	nt	nt	5%
> O=C1C=C(NCc2ccc(Cl)cc2)CCC1
  8%	-6%	3%	-4%	-9%	4%	12%	5%
> Cc1cc(/C=N/O)c(C)n1-c1cccc(Cl)c1
  14µM*	2%	-3%	-1%	?	38%[activator]	-1%	-4%
> CC(CCc1ccccc1)NC(=O)COC(=O)c1cccs1 (configuration not stated)
  -4%	-29%	-5%	-4%	1%	7%	-8%	-2%
> O=C(Cc1cccs1)Nc1nnc(-c2ccccc2)s1
  -7%	-18%	3%	-1%	-1%	-9%	?	-11%
> CCOC(=O)c1c(C)c(C(=O)N2CCN(C(=O)c3ccco3)CC2)c(C)n1C
  13µM*	9%	7%	-2%	2%	10%	-2%	4%
> COc1cccc(NC(=O)Nc2cccc(C(=O)O)c2)c1
  6%	17%	-5%	-3%	3%	12%	nt	-7%
> CCN(CC)N=Nc1[nH]nc2nc(C)cc(C)c12
  ?	10%	1%	0%	-6%	-1%	11%	-7%
> Cc1[nH]c2ccccc2c1C(=O)CSC(=S)N1CCOCC1
  nt	7%	3%	-11%	nt	0%	nt	-4%
> Cc1nc(=O)c(-c2ccccc2)c(C)n1-c1ccc(O)cc1
  16%	-7%	4%	-8%	-3%	12%	?	3%
> NS(=O)(=O)c1ccc(NC(=O)C2Cc3ccccc3C(=O)O2)cc1 (configuration not stated)
  -1%	4%	-4%	-1%	-1%	-6%	7%	3%
> CN(Cc1ccccc1)S(=O)(=O)c1ccc(Cl)nc1
  22µM*	-1%	-5%	-7%	-10%	6%	-9%	-1%
> Cc1ccc(-c2csc3ncnc(SCC(=O)Nc4nnc(C)s4)c23)cc1
  8%	0%	4%	-11%	3%	6%	-2%	28%

Remaining list, next part
Each structure is followed by: ALDH1A1 inh	GAA glycogen mod	JMJD2E inh	GAA spleen mod	GAA inhib	RGS12 GoLoco inh	SMN2 splice enh	GLA spleen mod
> COC(=O)c1nnn(CC(=O)NC(=O)Nc2ccc(F)cc2)c1C(=O)OC
  16%	-7%[76.3 µM]	-1%	0%	-4%	11%	1%&-4%	4%
> Cn1ccnc1SCC(=O)c1c[nH]c2ccccc12
  7%	-4%	-7%	-1%	?	4%	18µM*	-10%
> CCN(C(=O)CSc1nnnn1C)c1c(N)n(Cc2ccccc2)c(=O)[nH]c1=O
  13%	-12%	8%	-13%	7%	-7%	-3%	-11%
> Cc1ccccc1N(CC(=O)NC(C)(C)C)C(=O)c1ccc(-c2ccccc2)[nH]1
  -3%	-18%	0%	3%	6%	4%	1%	-4%
> Cc1ccc(N2CCCCn3c2nc2c3c(=O)n(CC(=O)O)c(=O)n2C)cc1
  1%	3%	-1%	-12%	6%	nt	nt	18%
> CCCCCC[N+](C)(C)CCSSCC[N+](C)(C)CCCCCC
  nt	-11%	-12%	-5%	nt	-37%	nt	?
> O=C(OCCN1CCCC1)C1(c2ccccc2)CCCC1
  5%	2%	6%	5%	?	-10%	-7%	12%
> c1cnc2nc(-c3ccc4c(c3)OCO4)cn2c1
  ?	-5%	?	1%	-4%	15%	nt	3%
> CCOC(=O)Cc1c(C)nc2c(C#N)c[nH]n2c1=O
  -11%	20%	?	-9%	-5%	1%	18%	4%
> Cn1cc(Br)c(-c2cccc(NC(=O)CCCC(=O)O)c2)n1
  -5%	2%	10%	5%	-5%	-12%	nt	0%
> Cc1ccc(O)c(CNn2cnnc2)c1
  -1%	-7%	7%	1%	2%	-2%	4%	5%
> Cc1cc(C)nc(-n2nc(C)c(Br)c2Nc2ccc(Br)cc2)n1
  8%	7%	5%	6%	-8%	7%	-10%	-4%
> Nc1cc(=O)[nH]c(=O)n1-c1ccc(Cl)cc1
  nt	7%	3%	-1%	nt	8%	nt	-7%
> O=C1CCCc2c1cc(-c1ccccc1)n2-c1ccc(O)cc1
  -3%	7%	-6%	1%	4%	0%	?	-1%
> CCCCOC(=O)Nc1nccs1
  4%	2%	3%	0%	4%	1%	13%	-4%

(listing goes on)
Each structure is followed by: ALDH1A1 inh	GAA glycogen mod	JMJD2E inh	GAA spleen mod	GAA inhib	RGS12 GoLoco inh	SMN2 splice enh	GLA spleen mod
> Cc1ccc(C)c(S(=O)(=O)NCc2ccc(C(=O)N3CCCCCC3)cc2)c1
  -5%	8%	5%	-14%	-1%	1%	-23%	-2%
> O=C1c2ccccc2C2=Nc3ccccc3SC(c3ccccc3F)C12 (configuration not stated)
  ?	-5%	-2%	4%	?	86%[activator]	-52%[inhibitor]	0%
> CCCCn1c(SCC(=O)N2CCC(C)CC2)nc2cc(S(N)(=O)=O)ccc21
  8%	-21%	-4%	4%	?	10%	15%	24%
> NCCn1oc(=O)[nH]c1=O
  5%	nt	nt	2%	nt	-1%	-2%	-1%
> CCOC(=O)CSc1nncc2ccc(OC)c(OC)c12
  10%	-1%	-1%	-7%	-7%	-2%	12%	-3%
> Cc1cccc2cc(C(c3nnnn3CC3CCCO3)N3CCOCC3)c(=O)[nH]c12 (configuration not stated)
  ?	5%	?	5%	-11%	1%	17%	-7%
> CSc1ncccc1C(=O)NCC1CCCCC1
  -6%	6%	2%	-5%	-2%	0%	8%	-6%
> CCOc1ccc(CCNc2cc(C)nc3ncnn23)cc1OCC
  20%	-1%	1%	-3%	-8%	-3%	-61%[inhibitor]	-3%
> CCCSc1nnc(Cc2cc(=O)[nH]c(=O)[nH]2)n1-c1cc(C)ccc1C
  -9%	8%	11%	-5%	-8%	7%	2%	5%
> Fc1ccc(CN2CCCCCCC2)cc1
  -13%	-4%	-27%	-4%	-8%	10%	-20%	-5%
> Cc1cc(C)c([N+](=O)[O-])cc1NC(=O)CCS(=O)(=O)c1ccccc1
  -10%	2%	-2%	-1%	?	4%	nt	5%
> S=C(NCCc1ccccn1)Nc1ccccc1
  3%	-3%	2%	1%	3%	-7%	15%	6%
> Oc1oc(-c2ccco2)nc1C=Nc1cccc(Cl)c1
  -11%	-8%	6%	2%	-1%	4%	-16%	5%
> COc1ccccc1-n1cnc2cc(NS(=O)(=O)c3ccccc3)ccc21
  ?	-8%	2%	1%	-21%	4%	-5%	0%
> O=C1CC(Cc2ccc(Cl)cc2)C(=O)N1c1ccccn1 (configuration not stated)
  11%	-5%	2%	-2%	-12%	-6%	32µM*	1%

Going on with the list.
Each structure is followed by: ALDH1A1 inh	GAA glycogen mod	JMJD2E inh	GAA spleen mod	GAA inhib	RGS12 GoLoco inh	SMN2 splice enh	GLA spleen mod
> Cc1cccc(C(=O)Nc2cc(C)ccc2NC(=O)COc2ccccc2)c1
  -8%	3%	3%	4%	-7%	6%	-7%	-6%
> CCCC1OC23CCCCC2C(C#N)(C(=N)O3)C1(C#N)C#N (configuration not stated)
  ?	-2%	?	3%	?	28µM*	4%	?
> Cn1c(=O)[nH]c(=O)c2c1nc(SCCN1CCCCC1)n2CCCc1ccccc1
  ?	-5%	0%	7%	7%	2%	-13%	8%
> Cc1cccn2c(=O)c3cc(C(=O)NCCc4ccccc4)c(=N)n(CCCn4ccnc4)c3nc12
  5.6µM*	2%	4%	0%	-11%	nt	nt	9%
> CC1CCCCN1C(=O)c1ccc(S(=O)(=O)N2CCCCC2C)cc1 (configuration not stated)
  -8%	2%	6%	-19%	-10%	1%	-14%	-14%
> CN(C)C(=O)N1CCC(C(=O)N2CCCC(C(=O)c3cccc4ccccc34)C2)CC1 (configuration not stated)
  -1%	10%	2%	2%	nt	7%	nt	3%
> CCn1c2ccccc2c2cc(NC(=O)COC(=O)c3ccccc3Br)ccc21
  2%	11%	-13%	-4%	-1%	8%	-20%	-4%
> COc1ccc(CCN2C(=O)CC(NNC(=O)c3cccc(O)c3)C2=O)cc1 (configuration not stated)
  -10%	-2%	6%	5%	1%	15%	-3%[1.84 µM]	12%
> CCOC(=O)c1cnn(-c2cc(Oc3ccccc3)ncn2)c1N
  6%	1%	1%	-4%	-7%	7%	-14%	-15%
> Nc1nnc(-c2cccc([N+](=O)[O-])c2)s1
  3%	-3%	3%	-1%	-1%	10%	nt	1%
> O=C(CN(Cc1cccs1)C(=O)CNS(=O)(=O)c1ccc(Cl)cc1)NCC1CCCO1 (configuration not stated)
  ?	-4%	-1%	-3%	-5%	15%	nt	3%
> CCOC(=O)c1cccc(NC(=O)Cn2c(CC(=O)N3CCCC3)nc3ccccc32)c1
  13%	-4%	3%	5%	1%	5%	14%	-6%
> Cc1cc(C)nc(N/N=C/C2=C(O)CC(c3ccc(F)cc3)CC2=O)n1 (configuration not stated)
  nt	-25%	8%	6%	nt	-2%	nt	11%
> CC1(c2ccc(Cl)cc2)NC(=O)N(CC(=O)N2CCCC2)C1=O (configuration not stated)
  1%	12%	9%	3%	4%	10%	-3%	2%
> CCOC(=O)CC(=O)CSc1ccc2nnc(-c3cccc(F)c3)n2n1
  ?	-17%	?	0%	1%	8%	-1%	8%
> CC(C)n1c(SCC(=O)Nc2ccccc2)nc2c1c(=O)[nH]c(=O)n2C
  nt	-8%	-1%	2%	nt	11%	nt	5%
> COC(=O)c1sccc1NC(=S)Nc1ccc(F)cc1
  ?	-6%	0%	-8%	-7%	10%	17%	-5%
> O=C(NC1CCCCC1)C(=O)N(Cc1cccnc1)C(C(=O)NCc1ccco1)c1ccccc1 (configuration not stated)
  -11%	-6%	0%	0%	10%	6%	8%	1%

These rows are one share of the data, so the mix of outcomes need not match the whole.
